# BH1578 lux ind: inducers of Vibrio cholerae quorum light production without autoinducers. V. cholerae BH1578 lux reporter, luminescence, 6 h. activation, % at 18.7 µM. AID 588436. 350,000 compounds, 0.16% hits; in the data active = activation mostly above about 9.7%, no sharp cut-off; inconclusive = no clear call, values can overlap the other calls; inactive = mostly below about 3.7%; note: not every result past the cut was called active; inactives centre near 0; reference of the scale not given here
# SSB-PriA inh: blocks PriA binding to SSB C-terminal tail; AlphaScreen SSBct-PriA binding, biotinylated peptide; 430,000 compounds, 0.6% hits; inhibition, % at 33 µM; AID 1272365; in the data active = inhibition mostly above about 37%, no sharp cut-off; inactive = mostly below about 20%;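 note: plate controls were negative control peptide for no effect and reference peptide for full effect; strong numbers were not always called active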
# BoNT-A LC inh2: blocks Botulinum neurotoxin A light chain protease; 360,000 compounds, 0.17% hits; multiplex microsphere protease substrate cleavage, flow cytometry; inhibition, % at 10 µM; note: plate controls were buffer without enzyme for full effect and enzyme alone for no effect
# PfHsp40 rescue: compounds rescuing yeast from Plasmodium falciparum HSP40 toxicity; S. cerevisiae expressing PfHsp40, growth rescue, ATP luminescence; growth rescue, % at 12.5 µM; 340,000 compounds, 0.68% hits; in the data active = growth rescue above about 28%, passing the limit was not always enough; inconclusive = no clear call, values can overlap the other calls;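 note: yeast W303a lacking pdr1 and pdr3 grown in galactose medium; growth measured after three days at 30 °C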
# 3CLpro inhibitor: SARS-CoV 3CLpro protease inhibition; AID 1706; 290,000 compounds, 0.14% hits; P0C6X7; inhibition, % at 6 µM; recombinant SARS-CoV 3CLpro, quenched FRET peptide cleavage; in the data active = inhibition above about 12%
# TcdB GH inh: inhibitors of Clostridioides difficile toxin B glycohydrolase | inhibition, % at 9.99 µM | TcdB glycohydrolase enzymatic assay, plate reader | 350,000 compounds, 0.24% hits | P18177; in the data active = inhibition above about 10%
# PrPC surface inh: reduces human prion protein on the cell surface | P04156 | cell surface PrPC, TR-FRET read-out | inhibition, % at 13.8 µM | 370,000 compounds, 0.43% hits | AID 720596; in the data active = inhibition above about 24%; note: 0% = median of the test wells and 100% = reference compound wells
# Anthrax LF inh2: anthrax lethal factor protease inhibition; 360,000 compounds, 0.12% hits; P15917; AID 588501; inhibition, % at 10 µM; multiplex microsphere protease cleavage assay, LF; note: plate controls were buffer without enzyme for full effect and enzyme alone for no effect
# Target sequence (P15917 whole entry, looked up): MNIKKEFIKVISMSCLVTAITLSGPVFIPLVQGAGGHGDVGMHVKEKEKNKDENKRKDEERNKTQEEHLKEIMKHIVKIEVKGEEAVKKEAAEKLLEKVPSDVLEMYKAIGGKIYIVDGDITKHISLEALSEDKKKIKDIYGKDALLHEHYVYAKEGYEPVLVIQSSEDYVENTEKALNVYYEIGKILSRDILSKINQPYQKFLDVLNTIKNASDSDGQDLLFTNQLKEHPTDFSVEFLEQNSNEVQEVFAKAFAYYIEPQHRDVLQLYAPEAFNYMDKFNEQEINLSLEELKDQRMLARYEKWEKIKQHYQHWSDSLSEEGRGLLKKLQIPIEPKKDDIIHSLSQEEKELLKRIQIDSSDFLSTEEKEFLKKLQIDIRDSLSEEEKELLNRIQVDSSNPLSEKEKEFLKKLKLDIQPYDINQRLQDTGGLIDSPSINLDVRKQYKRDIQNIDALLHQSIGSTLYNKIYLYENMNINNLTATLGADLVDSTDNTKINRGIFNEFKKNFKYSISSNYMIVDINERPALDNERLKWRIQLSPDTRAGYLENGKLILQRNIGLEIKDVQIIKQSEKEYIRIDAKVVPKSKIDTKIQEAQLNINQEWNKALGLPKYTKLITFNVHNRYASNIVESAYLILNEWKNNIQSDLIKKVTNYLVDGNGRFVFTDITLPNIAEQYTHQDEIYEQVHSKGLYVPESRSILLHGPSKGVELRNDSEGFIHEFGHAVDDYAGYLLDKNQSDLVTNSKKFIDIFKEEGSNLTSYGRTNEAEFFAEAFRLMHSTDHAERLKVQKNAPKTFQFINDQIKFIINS
# Yp Topo-I inh: inhibitors of Yersinia pestis topoisomerase I. Y. pestis Topo-I cleavage product accumulation, plate reader. activity, % at 10 µM. 360,000 compounds, 0.064% hits. AID 504884; in the data active = activity above about 50%, passing the limit was not always enough; inconclusive = no clear call, values can overlap the other calls; note: inactives centre near 2
# * hit, by the source's call; i = inactive; ? = inconclusive; / = not tested or not shown; & = joins results of further samples. Cut-off read from the data, not from the text of the source, unless noted: active = inhibition above about 30%; inconclusive = no clear call, values can overlap the other calls; inactive = below that. Some of the compounds tested; rates above refer to the full screens.
no.	structure	BH1578 lux ind	SSB-PriA inh	BoNT-A LC inh2	PfHsp40 rescue	3CLpro inhibitor	TcdB GH inh	PrPC surface inh	Anthrax LF inh2	Yp Topo-I inh
1	O=C1OCCC1Sc1nnc(-c2cccnc2)n1-c1ccccc1F (stereo unspecified)	-0.3	0	0.4	0.1	0	1.6	0	1	6
2	Cn1c(Cc2cccs2)nnc1SCc1nc2ccccc2[nH]1	-0.2	-5	0.6	-0.6	-2	/	-2	-7	4
3	CC(C)(C)OC(=O)N1CCC(c2c(C(=O)N3CCN(C(=O)c4ccco4)CC3)cnn2-c2ccc(F)cc2F)CC1	-0.1	-6	-0.9	1.4	4	0.8	11	1	6
4	CN(C)c1cc[n+](CC(=O)Nc2ccc([N+](=O)[O-])cc2Cl)cc1	i	-6	-0.3	3.3	-1	/	-23	-4	-5
5	COc1ccc(/C(C#N)=C/c2cccnc2)cc1	i	/	1.0	1.3	3	0.5	-12	-1	7
6	O=C1CN(C(=O)COc2ccccc2)c2ccccc2N1	i	-3	1.9	0.4	3	0.7	-7	3	2
7	CC(C)C1Nc2ccc(S(=O)(=O)N3CCOCC3)cc2NC1=O (stereo unspecified)	-0.3	0	0.5	0.5	-4	-2.0	-1	-2	0
8	CCOC(=O)c1cccc(C2=C(CNC(C)=O)[C@H]3CC[C@@H](C2)N3Cc2ccccc2)c1	0.6	/	-0.5	/	/	0.0	-9	-11	2
9	CCC1C(=O)NCCN1C(=O)CCc1nnc(CCc2ccc(OC)cc2)o1 (stereo unspecified)	11	2	2.3	0.8	-1	0.4	4	1	10
10	Nc1ccccc1N1CCN(C(=O)c2ccccc2)CC1	0.6	-24	1.2	0.4	2	/	0	-4	0
11	O=S(=O)(c1ccccc1Cl)N1CCC(O)(c2ccc3c(c2)OCO3)CC1	-0.4	12	-0.2	2.6	1	-1.1	/	0	14
12	CCn1cc(C(=O)O)c(=O)c2cnc(N3CCN(C(=S)Nc4ccccc4Cl)CC3)nc21	-0.6	1	0.1	0.3	-3	1.8	-3	5	0
13	COc1ccc(-c2nc3ccc(C)cn3c2Cc2ccsc2)cc1OC	/	/	0.6	/	/	-0.3	-4	-6	/
14	COC(=O)C(C(=O)OC)=C(/C=C/N(C)C)N(C)C	-0.4	-16	0.3	-0.7	1	/	-5	5	-6
15	NC(N)=N/N=C/c1cccc([N+](=O)[O-])c1O	i	/	0.1	-0.9	0	0.0	-20	0	-10
16	Nc1ccccc1C(=O)OCC(=O)Nc1ccc(Br)cc1F	-0.2	-8	-0.9	0.4	0	/	1	-3	7
17	CS(=O)(=O)N(CC(=O)NC1CC1)c1cccc(F)c1	-0.5	2	-0.1	0.1	-3	/	8	0	-3
18	O=C(O)c1cn(Cc2ccccc2)c2ccccc2c1=O	-0.4	-5	1.3	3.0	5	/	3	-5	-6
19	CCOc1cc(/C=N\O)cc(Cl)c1OCC	-0.6	/	2.6	4.4	-3	/	-7	3	7
20	CCc1nnc(NS(=O)(=O)c2ccc(N=Cc3c(C)[nH]n(-c4ccc(Cl)cc4)c3=O)cc2)s1	-0.4	0	0.2	-2.6	-1	/	10	0	5
21	COc1ccc(CNC(=O)C2CCN(S(=O)(=O)N3CCC4(CC3)OCCO4)CC2)c(OC)c1	i	0	-0.7	0.4	-4	0.6	2	0	3
22	CCC(C(=O)NCC1CCCO1)N(C(=O)CNS(=O)(=O)c1ccccc1)c1ccc(F)cc1 (stereo unspecified)	-1.5	-21	3.0	-1.6	0	-1.3	-5	-2	-14
23	Cc1ccc(S(=O)(=O)/N=C(/c2ccc(F)cc2)N2CCCCC2)cc1	i	/	0.4	-2.3	3	0.4	2	1	4
24	COc1ccc(C(=O)COC(=O)c2ccc3c(c2)OCO3)c(OC)c1	-5.5	-9	0.2	1.2	/	0.6	-4	-7	29
25	CC1CCN(C(=O)Cn2cc(S(=O)(=O)CC(=O)N3CCOCC3)c3ccccc32)CC1	i	1	0.9	0.3	-8	-5.0	3	2	5
26	CC(C)CN(C(=O)c1cc(Cl)nc2ccccc12)C1CCS(=O)(=O)C1 (stereo unspecified)	-0.9	1	/	-0.6	/	-3.9	6	/	4
27	N/C(=N\OC(=O)CCn1cccc(C(F)(F)F)c1=O)c1ccc(Cl)cc1	-0.4	/	-4.2	-2.1	0	1.6	11	-14	-4
28	CCCCNC(=O)C1(C)CCN1C(=O)c1cc(-c2cccs2)oc1C (stereo unspecified)	1.2	/	-0.4	/	/	4.2	4	-4	-4
29	Cn1cnc2c1c(=O)n(Cc1ccccc1)c(=O)n2C	-0.4	-2	0.8	0.0	/	0.8	-2	-2	1
30	Cc1ccc(CS(=O)(=O)CCC(=O)O)cc1	i	-10	-0.5	-1.2	4	1.3	7	-4	-3

# The results go on:
no.	structure	BH1578 lux ind	SSB-PriA inh	BoNT-A LC inh2	PfHsp40 rescue	3CLpro inhibitor	TcdB GH inh	PrPC surface inh	Anthrax LF inh2	Yp Topo-I inh
31	O=C(CCc1ccccc1)N1C[C@H]2C[C@@H](C1)c1cccc(=O)n1C2	-0.9	-1	0.4	-1.1	-1	0.4	5	-2	3
32	Cc1ccc(C(=O)N(C)c2ccc(OCC(=O)N3c4ccc(C)cc4C4CN(C)CCC43)cc2)cc1 (stereo unspecified)	-1.0	6	-0.1	-0.7	0	/	/	-1	14
33	N/C(=N\NC(=O)Nc1ccccc1)c1ccccn1	0.5	/	-2.3	/	0	0.8	-3	-15	-8
34	COc1ccc(C(C(=O)NCCC(C)C)N(CCCO)C(=O)c2snc(C(N)=O)c2N)cc1OC (stereo unspecified)	1.8	-6	-1.6	-1.5	-1	0.9	-8	19	-3
35	CN(C)C(=O)CSc1n[nH]c(=O)n1CCc1ccccc1	-1.5	-3	-0.1	-0.7	-11	-0.9	6	-2	3
36	Cc1ccc(C)c(N(CC(=O)NCC2CCCO2)C(=O)CCC(=O)Nc2nccs2)c1 (stereo unspecified)	-0.2	-13	-1.6	1.3	-7	1.0	1	8	7
37	CCCCCCNC(=O)c1c(O)c2ccccc2[nH]c1=O	-0.6	-8	4.8	-1.5	0	/	-2	-16	-5
38	COc1ccc2oc(C(=O)OCC(=O)NCCN3C(=O)CSC3=O)c(C)c2c1	-4.2	-15	-0.6	-0.5	-1	0.0	1	-2	2
39	Cc1c(-c2ccco2)[n+](=O)c2c(n1[O-])CCC2	-1.3	-9	0.2	0.1	3	/	-8	-4	-2
40	Cc1cccc(C)c1N1CC(=O)N(c2c(C)cccc2C)CC1=O	i	-5	0.0	0.1	4	/	2	-4	2
41	CC(=O)c1ccc(OCCCC(=O)Nc2cc(S(=O)(=O)N(C)C)ccc2C)cc1	i	-3	-0.9	-1.2	-1	/	-3	4	3
42	O=C(CCc1nc2ccccc2c(=O)[nH]1)Nc1ccccc1N1CCCC1	2.9	1	2.6	1.3	/	3.0	-1	-5	9
43	CN(CC(=O)Nc1cccc(F)c1)C(=O)Cn1c(=O)oc2ccccc21	-0.8	-4	0.1	-0.3	/	-1.8	-6	-6	-8
44	O=C1NC(=O)C2(CCCC2C(=O)O)N1 (stereo unspecified)	i	-2	-0.1	2.7	/	1.2	-5	2	-1
45	Cc1cc(-c2ccccc2)c2c(=O)n(-c3ccccc3)[nH]c2n1	-0.2	1	-4.2	-1.2	-1	-3.0	-2	-16	3
46	COc1ccc(C(=O)N2CCN(c3ccc(F)cc3)CC2)cc1S(=O)(=O)NC1CC1	-0.6	-1	-1.4	-0.5	/	1.2	-6	-5	9
47	COc1ccc(-c2csc(NC(=O)C3CCN(c4ncnc5sc(C)c(C)c45)CC3)n2)cc1OC	-1.2	4	5.6	-0.5	/	-2.9	13	1	32
48	Brc1ccccc1Cn1cnc2ccccc21	i	2	?	1.0	1	2.7	-3	-12	3
49	COc1ccccc1CNc1nc2nc(C)cc(=O)n2[nH]1	-0.4	-6	0.0	-1.8	1	/	2	-1	-1
50	CC1(C)O[C@@H]2[C@H](O1)[C@@H](CO)O[C@H]2n1ccc(=O)[nH]c1=O	-0.7	-7	0.0	11	/	-0.1	-1	-2	-2
51	Cc1nnc(SCC(=O)NCc2cccs2)n1-c1ccccc1	i	-4	1.3	1.6	-8	/	-5	2	1
52	Cc1nc(-c2ccc(F)cc2)c(CC(=O)NCC(=O)Nc2ccc(F)c(F)c2)s1	1.9	4	1.9	-0.9	/	0.1	-11	-5	-15
53	O=C(NCCNc1ccc([N+](=O)[O-])cc1C(F)(F)F)c1ccc(F)cc1	0.7	9	0.1	1.5	7	-0.9	4	-1	-5
54	COc1ccc(OC)c(Nc2cc(C)c3ccccc3n2)c1	-0.2	1	0.3	-1.2	4	1.8	4	-2	-9
55	Cc1cccc(N(CC(=O)N/N=C/c2ccccc2C(=O)O)S(C)(=O)=O)c1C	-0.4	i	0.0	1.3	-4	0.7	0	-4	1
56	COc1ccc(C(CC(=O)N2CCCCC2)NC(=O)C(F)(F)F)cc1 (stereo unspecified)	-0.3	-1	0.7	0.7	5	9.2	-5	-4	5
57	COc1ccc(NC(=O)C2CCC(CNS(=O)(=O)c3cccs3)CC2)cc1 (stereo unspecified)	-0.3	-10	-0.7	-1.6	4	0.3	2	-2	0
58	O=C(c1cc(F)ccc1F)C1CCCN(C(=O)c2ccco2)C1 (stereo unspecified)	i	2	0.4	-0.8	0	0.9	-5	-1	12
59	Brc1ccc(/C=N/Nc2ccccc2)cc1	3.4	/	-0.4	1.2	3	-3.3	21	-4	-31
60	CCCOc1ccc(C(=O)CCN2CCCCC2)cc1	0.3	-17	-0.1	1.4	4	/	-4	3	-9

# New compounds follow:
no.	structure	BH1578 lux ind	SSB-PriA inh	BoNT-A LC inh2	PfHsp40 rescue	3CLpro inhibitor	TcdB GH inh	PrPC surface inh	Anthrax LF inh2	Yp Topo-I inh
61	CC(Oc1ccc2c(-c3ccccc3)cc(=O)oc2c1)C(=O)NCC1CCC(C(=O)O)CC1 (stereo unspecified)	-0.4&-0.4	2	-0.1&-0.6	0.0&-0.6	5&1	1.6&-1.5	1&-11	-3&6	3&-4
62	CCC(C)(C)c1ccc(Oc2ccc(N)cc2)cc1	i	10	0.5	0.4	3	-0.2	7	0	24
63	COCc1cc(C)[nH]c(=O)c1C#N	i	-14	-0.6	1.2	1	/	4	0	-4
64	N#Cc1nc(COc2ccccc2)oc1N1CCC(Cc2ccccc2)CC1	i	19	-0.6	1.5	2	-1.8	3	-5	36
65	O=C1NCCCC1C(=O)N1CCCCC1 (stereo unspecified)	-0.2	-4	0.3	-1.4	4	1.6	3	0	8
66	N#C/C(=C/c1ccc(N2CCOCC2)o1)C(=O)Nc1ccccc1	-0.7	-2	-1.4	2.5	0	1.8	-40	-4	1
67	CC(=O)c1ccc(OCC(=O)NC2CCCN(Cc3ccccc3F)C2)cc1 (stereo unspecified)	i	-7	0.8	0.7	0	0.3	-5	3	11
68	CC(=O)c1cccc(NC(=O)CCn2c(=S)oc3ccccc32)c1	-2.2	-14	-0.1	0.3	-1	1.1	3	2	8
69	COc1ccc(C(=O)N/N=C/c2ccc3cccc(OCc4ccccc4)c3n2)cc1	i	/	0.1	2.7	1	/	-6	-5	17
70	N#C/C(=C\c1cccn1S(=O)(=O)c1ccccc1)S(=O)(=O)c1ccc(F)cc1	i	/	-0.7	/	/	-3.6	8	6	17
71	CCN1CCN(CC(=O)Nc2cc(C(F)(F)F)ccc2OCCOC)CC1	-0.3	4	-0.3	0.9	-1	0.4	-6	-5	-8
72	O=C1C(Cl)=C(N2CCOCC2)C(=O)N1CCc1ccccc1	-0.6	-22	3.1	2.1	-1	/	-11	-1	9
73	COc1ccc(C2CC(c3cccs3)=Nc3ccccc3S2)cc1OC (stereo unspecified)	i	10	8.3	-0.7	4	/	5	-1	2
74	O=C(N1CCOCC1)N1CCN(c2ccc(F)cc2)CC1	i	-4	-1.8	-1.1	3	/	6	0	-3
75	ON=C1CCC2CCCCC2C1 (stereo unspecified)	-10	/	-0.2	/	/	0.4	0	-6	-3
76	CCc1nc2ccc(C(=O)N(C)CC(=O)Nc3ccc(Cl)c(C(F)(F)F)c3)cc2nc1CC	-1.4	-7	1.8	1.8	/	0.2	5	5	-7
77	CC(=O)Nc1cc2c(=O)n(Cc3ccccc3)c(C)nc2cc1N1CCOCC1	i	-6	-0.3	-0.7	-7	/	11	-7	4

# Screens (PubChem BioAssay)
